GPR151 activ – activators of human GPR151, primary screen, cell-based, PathHunter beta-arrestin, luminescence. AID 1508602, 2020. PathHunter beta-arrestin GPR151 cells. activation, % at 11.2 µM. actives 1% (n = 650,000). G-protein coupled receptor 151 (Homo sapiens), Q8TDV0; in the data active = activation above about 4.9%;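 note: 0% = median of compound wells and 100% = cells with positive control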
MITF inh – MITF inhibitors, primary screen, biochemical, AlphaScreen, human; AlphaScreen MITF homodimerization, bead proximity signal; inhibition, % at 2.6 µM; actives 0.91% (n = 650,000); AID 1259374, 2018; in the data active = inhibition above about 50%;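 note: 0% = vehicle wells with protein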
TEAD-YAP inh – TEAD-YAP interaction inhibition, primary screen, TEAD-YAP interaction inhibitor project, luminescence, HEK-TIYL cells; TEAD-Gal4/YAP UAS-luciferase luminescence; actives 1.4% (n = 640,000); inhibition, % at 9.12 µM; in the data active = inhibition above about 32%;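 note: 0% = median of test compound wells and 100% = reference inhibitor wells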
FBW7 activator – FBW7 E3 ligase activators, primary screen, biochemical, AlphaScreen, human; normalized activity (activation), % at 26.1 µM; AID 1259310, 2017; AlphaScreen FBW7–phospho-cyclin E peptide binding, activator screen; F-box/WD repeat-containing protein 7 (Homo sapiens), Q969H0; actives 0.13% (n = 650,000); in the data active = normalized activity above about 1.9%;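 note: purified mutant Fbw7 with reduced substrate affinity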
Target sequence (Q969H0 whole entry, looked up): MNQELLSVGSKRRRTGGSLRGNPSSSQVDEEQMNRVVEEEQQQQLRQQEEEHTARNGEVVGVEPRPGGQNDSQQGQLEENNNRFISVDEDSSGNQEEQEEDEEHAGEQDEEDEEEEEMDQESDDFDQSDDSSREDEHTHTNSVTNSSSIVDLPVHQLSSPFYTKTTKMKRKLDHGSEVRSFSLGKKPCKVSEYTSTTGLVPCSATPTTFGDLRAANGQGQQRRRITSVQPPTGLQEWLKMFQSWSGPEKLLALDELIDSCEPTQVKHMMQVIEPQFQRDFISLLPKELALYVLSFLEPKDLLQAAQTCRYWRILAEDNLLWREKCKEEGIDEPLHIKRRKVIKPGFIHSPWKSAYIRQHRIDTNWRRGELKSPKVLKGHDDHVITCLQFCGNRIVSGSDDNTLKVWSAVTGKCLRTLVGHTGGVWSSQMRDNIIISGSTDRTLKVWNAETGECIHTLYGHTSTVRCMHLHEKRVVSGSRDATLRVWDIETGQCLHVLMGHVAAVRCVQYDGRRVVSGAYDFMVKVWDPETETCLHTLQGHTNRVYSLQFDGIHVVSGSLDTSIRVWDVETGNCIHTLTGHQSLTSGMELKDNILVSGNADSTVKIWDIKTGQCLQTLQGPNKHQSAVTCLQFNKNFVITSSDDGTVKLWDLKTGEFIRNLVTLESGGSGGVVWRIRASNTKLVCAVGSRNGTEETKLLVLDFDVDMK
The depositor's hits bear a star; . = not tested or not shown. An unsorted share of the library. About 3.4% of those tested had a hit in this group.

SMILES	GPR151 activ	MITF inh	TEAD-YAP inh	FBW7 activator
Cc1cc2c(cc1S(=O)(=O)Nc1ccc(OC(F)(F)F)cc1)OCC(=O)N2	0.8	18	4	0.3
Cc1nc(NC(=S)Nc2ccccc2)sc1C	-0.8	21	-64	0.4
O=C(NCCC1=CCCCC1)c1ccc2c(=O)n(-c3ccccc3)c(SCc3nc4ccccc4[nH]3)nc2c1	-0.1	13	7	0.6
Cc1nc(N2CCN(c3ccccn3)CC2)c2c(C)c(C(=O)Nc3ccccc3F)sc2n1	-0.3	-12	-2	0.2
Cc1ccccc1C(=O)NCCn1c(C)cc2ccccc21	-1.6	-10	-8	0.5
COc1ccc(-c2cc(C(F)(F)F)n3ncc(C(=O)Nc4ccc(Cl)c(C(F)(F)F)c4)c3n2)cc1OC	-1.2	22	-6	0.1
CC(=O)C1=C(C)NC(SCC(=O)c2ccc(C)cc2)=C(C#N)C1c1ccco1 (stereo not given)	-1.4	11	1	1.1
Cc1ccc(C(=O)Oc2ccc3c(c2)OCO3)cc1S(=O)(=O)N1CCC(C)CC1	-0.7	-5	0	-0.1
Cc1ccccc1C(=O)NNC(=O)C(=O)N1CCCCC1	-0.5	2	-2	0.1
N#Cc1c(N)[nH]c(=S)c(C#N)c1-c1cccc(O)c1	-0.8	3	-9	0.3
CCN(CC)c1ccc(C=Nc2ccc(C#N)cc2)c(O)c1	0.1	5	15	1.0
COc1ccc(C(=O)Nc2c3c(nn2-c2ccc(F)cc2)CS(=O)C3)cc1 (stereo not given)	1.9	4	5	0.0
CCOC(=O)c1c(-c2ccccc2)csc1NC(=O)COc1ccc(F)cc1F	-0.8	2	-10	1.1
Cc1sc2ncn(CC(=O)NC3CCCCC3)c(=O)c2c1C	1.1	1	-9	0.0
CN(C)c1ccc(C2C(C#N)=C(N)N(c3ccccc3)C3=C2C(=O)CCC3)cc1 (stereo not given)	-0.2	19	8	0.2
COc1ccccc1N(CC(=O)N1CCCCC1)S(C)(=O)=O	-0.1	5	4	-0.1
Cc1sc2nc(C3CC3)n(C3CCN(C(=O)c4c(F)cccc4F)CC3)c(=O)c2c1C	-0.6	14	4	0.1
COc1ccccc1NC(=O)C1CC12CCN(Cc1cccn1-c1ccccn1)CC2 (stereo not given)	0.3	-25	-3	-0.2
CCOC(=O)Cc1csc(NC(=S)NC(=O)c2ccc(C)cc2)n1	-1.4	5	-6	0.0
COC(=O)c1ccc(/C=C2\SC(=S)N(Cc3ccco3)C2=O)cc1	-1.5	-22	-9	-0.1
CCN1CCN(c2cc(C)c3cc(NC(=O)CCc4ccc(OC)cc4)ccc3n2)CC1	0.1	9	8	0.0
COc1ccc(Cc2nnc(Nc3ccc4c(c3)OCCO4)[nH]c2=O)cc1	-0.6	12	18	0.1
O=C(NCc1ccco1)c1ccc2c(=O)n(Cc3ccco3)c(SCc3ccccc3F)nc2c1	3.6	3	-4	0.0
Cc1sc2nc(C)n(C3CCN(C(=O)c4ccccc4F)CC3)c(=O)c2c1C	-0.1	8	1	0.0
CC(=O)c1cc(CN2CCc3ccc(NC(=O)c4ccncc4)cc3C2)cs1	-0.5	-1	17	-0.1
O=C(NC1CC1)c1cc(-c2ccccn2)nc2ccccc12	0.4	-2	9	0.0
Cc1cc(C)c(S(=O)(=O)Nc2c(Cl)cc(Cl)c3cccnc23)c(C)c1	0.9	-2	4	0.2
CC(=O)N(Cc1cccs1)Cc1cc2cc3c(cc2[nH]c1=O)OCCO3	1.3	10	1	-0.1
CCOC(=O)CN1c2ccccc2NC(=O)CC1C (stereo not given)	1.4	-8	-16	0.0
CN(CCCC(=O)Nc1cccnc1)S(=O)(=O)c1ccc([N+](=O)[O-])cc1	-2.0	0	0	-0.1
COc1ccc(C2CC(c3ccccc3)=NN2C(=O)CSc2cccc[n+]2[O-])cc1 (stereo not given)	5.0*	-1	5	-0.1
O=S(=O)(NCC(c1cccs1)N1CCOCC1)c1ccc2c(c1)OCCO2 (stereo not given)	0.3	14	7	0.1
COc1cc(C(=O)n2nc(C)c(Sc3ccccc3)c2-c2ccccc2)cc(OC)c1OC	2.4	-9	-5	0.0
COc1ccc(C(=O)C2CCCN(C(=O)Cc3cc(=O)oc4cc(C)ccc34)C2)cc1OC (stereo not given)	0.3	15	-6	0.7
CCN(CC(=O)Nc1sc2c(c1C#N)CCC2)CC(=O)NC1CCS(=O)(=O)C1 (stereo not given)	1.1	15	-4	-0.1
CCn1ccc2c(OCC(=O)Nc3ccc(C)cc3)cccc2c1=O	2.8	3	7	-0.1
CC1=NCCN1S(=O)(=O)c1ccc(C)c(C)c1	3.6	1	1	-0.1
CCN(CC)C(=O)C1CCCN(c2nc3c(N)ncnc3n2C(C)C)C1 (stereo not given)	1.8	-9	0	0.0
Cc1ccccc1C1c2[nH]c3ccccc3c2CCN1C(=O)CCN1CCCCO1 (stereo not given)	-0.8	-6	-52	0.0
O=C(NCc1ccccn1)C1CCCN(c2ccc(-n3cccn3)nn2)C1 (stereo not given)	-1.7	8	-9	-0.8

Record cards, as listed above. Screens in order: GPR151 activ	MITF inh	TEAD-YAP inh	FBW7 activator
Profile of `COc1cc(C(=O)n2nc(C)c(Sc3ccccc3)c2-c2ccccc2)cc(OC)c1OC` → 2.4	-9	-5	0.0
Profile of `CCn1ccc2c(OCC(=O)Nc3ccc(C)cc3)cccc2c1=O` → 2.8	3	7	-0.1
Profile of `CCN1CCN(c2cc(C)c3cc(NC(=O)CCc4ccc(OC)cc4)ccc3n2)CC1` → 0.1	9	8	0.0

Returning to the listing, starting 2 compounds before the break.
SMILES	GPR151 activ	MITF inh	TEAD-YAP inh	FBW7 activator
Cc1ccccc1C1c2[nH]c3ccccc3c2CCN1C(=O)CCN1CCCCO1 (stereo not given)	-0.8	-6	-52	0.0
O=C(NCc1ccccn1)C1CCCN(c2ccc(-n3cccn3)nn2)C1 (stereo not given)	-1.7	8	-9	-0.8
CCCCc1c(C)c(C#N)c2nc3ccccc3n2c1Nc1ccc(OC)cc1	0.3	-1	9	0.1
CCCCN(C)C(=O)c1sc2nc(C)nc(N3CCOCC3)c2c1C	-0.5	-1	2	0.1
Cc1ccc(-n2ncc3c(SCC(N)=O)ncnc32)cc1C	-1.8	-10	-76	0.3
CC(=O)OCc1c(C)cc(C)c(C=C(C#N)C#N)c1C	0.0	11	-4	0.0
Cc1nc2c(-c3ccccc3)c(C)nn2c(C)c1CCC(=O)NCCN1CCOCC1	7.6*	-4	1	0.1
CC(C)c1ccc2oc(-c3ccc(N)cc3)nc2c1	-0.6	0	80*	0.2
COc1ccccc1/C=N/Nc1nn[nH]n1	1.7	9	0	-0.5
COc1cc([N+](=O)[O-])ccc1NC(=S)NN1CCOCC1	-0.4	-6	0	0.0
CCN(CC)C(=O)c1cc2c(n(-c3ccc(Cl)cc3)c1=O)CCCC2=O	0.1	-20	-6	0.1
COc1ccc(C2(c3ccccc3F)C=Cc3c(ccc4ccccc34)O2)cc1 (stereo not given)	0.3	4	7	-0.1
N#Cc1cccc(NC(=O)CCC(=O)O)c1	0.0	-8	-3	-0.1
O=C(NCc1ccc(C(=O)O)cc1)Nc1ccc(Br)cc1Cl	0.3	13	-7	-0.1
CCN1C(=O)C2(/C(=C(\O)c3ccc(C)cc3)C(=O)C(=O)N2CCCOC)c2ccccc21 (stereo not given)	2.0	-7	8	-0.1
Cc1ccc(OC(=O)OCC(C)C)cc1	-1.2	-17	3	0.2
COc1ccc(/C=N/Nc2nc(C(C)(C)C)cs2)cc1	-1.5	14	0	0.2
COCCNC(=O)c1cnc2ccccn12	-1.0	21	18	0.5
O=C(Nc1cccc(C(=O)N2CCCCC2)c1)c1ccc(Cl)cc1	0.3	3	-13	-0.1
CCOC(=O)c1c(-c2ccccc2)oc2ccc(N(C(=O)c3ccncc3)S(=O)(=O)c3ccccc3)cc12	-0.8	-4	6	-0.1
O=C(CCn1c(SCC(=O)NC2CCCCC2)nc2cc3c(cc2c1=O)OCO3)NCc1ccc2c(c1)OCO2	0.4	-14	-5	0.0
O=C(CSCc1cccc(F)c1)NCCc1ccc(Cl)cc1	0.3	3	0	0.1
Cc1nc(-c2ccc(Cl)cc2)nc2[nH]ccc(=O)c12	-0.4	11	-60	0.2
O=C(COC(=O)c1ccc(Cl)c(S(=O)(=O)N2CCCCC2)c1)c1ccc(F)cc1	-1.7	3	7	0.6
O=[N+]([O-])c1ccc(S(=O)(=O)N2CCN(Cc3ccccc3C(F)(F)F)CC2)cc1	-0.3	26	6	-0.1
CCOC(=O)c1cc(NC(=O)c2ccoc2C)cc(C(=O)OCC)c1	-1.2	6	5	-0.1
COc1cc(Nc2nc(NCc3cccnc3)nc3c2ncn3Cc2ccc(C(F)(F)F)cc2)cc(OC)c1OC	0.9	-2	-14	-0.2
COCCCN1C(=S)NC2CC1(C)Oc1ccc(Br)cc12 (stereo not given)	0.2	2	2	-0.3
COc1ccccc1NC(=O)COc1ccc(Br)cc1C	-1.3	15	-3	0.4
Fc1ccccc1-c1nc(Nc2ccc3c(c2)OCCO3)c2ccccc2n1	1.3	-12	7	0.8
COc1ccc(C2CC(=O)Nc3ccccc3S2(=O)=O)cc1OC (stereo not given)	0.4	12	4	0.3
O=C(O)C1CCCCC1C(=O)Nc1ccc(Br)cc1 (stereo not given)	2.6	12	0	0.0
CS(=O)(=O)c1ccc2nc(NS(=O)(=O)c3ccccc3)sc2c1	-0.6	5	2	0.1
CN(C)c1ccc(C(=O)NCCCCCCC(=O)NO)cc1	0.3	8	.	.
COc1ccc(OCC(=O)NNC2CC(=O)N(c3ccc(Br)cc3)C2=O)cc1 (stereo not given)	0.1	2	-2	-0.3
O=C(NC1CCN(Cc2ccccc2)CC1)c1cnc(Nc2nccc3ccccc23)s1	0.6	25	-6	0.1
COCCNC(=O)c1c[nH]c2ccc(S(=O)(=O)N3CCc4ccccc43)cc2c1=O	2.8	1	29	-0.1
Cc1ccc(S(=O)(=O)Nc2ccccc2C(=O)Nc2ccc(CC#N)cc2)cc1	2.3	-4	11	0.1
COc1cc(NC(=O)Cn2ccn3nc(-c4ccc(Cl)cc4)cc3c2=O)cc(OC)c1	0.5	-5	-4	0.1
Clc1cccc(CNc2ncnc3nc[nH]c23)c1	2.4	-4	-10	-0.1
CCN1CCCC1CNS(=O)(=O)c1ccc(C(=O)Nc2ccccc2)cc1 (stereo not given)	10*	6	-2	-0.1
Cc1sc2ncc(C(=O)NCc3cccc(OC(C)C)c3)c(=O)n2c1C	-0.9	3	0	0.0

Taken from above.
FBW7 activator with CCN1CCCC1CNS(=O)(=O)c1ccc(C(=O)Nc2ccccc2)cc1 (stereo not given) reads -0.1
TEAD-YAP inh with Clc1cccc(CNc2ncnc3nc[nH]c23)c1 reads -10
MITF inh with O=[N+]([O-])c1ccc(S(=O)(=O)N2CCN(Cc3ccccc3C(F)(F)F)CC2)cc1 reads 26
GPR151 activ with COCCCN1C(=S)NC2CC1(C)Oc1ccc(Br)cc12 (stereo not given) reads 0.2

Following part
SMILES	GPR151 activ	MITF inh	TEAD-YAP inh	FBW7 activator
O=C(Cc1ccc(F)c(F)c1)NCC1CCC2(CCN(C(=O)c3ccoc3)CC2)O1 (stereo not given)	1.1	8	9	0.2
Cc1ccc(-n2cccc2/C=C2/NC(=O)N(CC(=O)Nc3cccc(C)c3)C2=O)cc1	-0.4	47	-10	-0.1
CC(=O)/C(C(=N)N1CCN(Cc2ccccc2)CC1)=C(/C)O	-0.7	-9	3	-0.1
Oc1ccccc1OCC(O)c1ccccc1 (stereo not given)	0.1	-11	2	0.0
CN1CCN(c2ccc(NC(=O)c3ccc(-c4cccc([N+](=O)[O-])c4)o3)cc2)CC1	-1.5	16	-5	0.0
CC(C)c1ccc(/C=C/C(=O)Nc2cc(=O)n(C)c(=O)n2C)cc1	0.0	-5	-9	0.0
CCOC(=O)CSc1nnc(CNC(=O)c2ccco2)n1C	0.3	1	8	-0.1
O=C(N1CCOCC1)C1(c2ccccc2)CCOCC1	-0.1	12	-2	-0.1
O=C(CCCn1c(SCC(=O)NCCC2=CCCCC2)nc2ccccc2c1=O)NCCCN1CCOCC1	-0.4	2	15	0.6
CC(C)C(=O)Nc1nnc(-c2cccc([N+](=O)[O-])c2)s1	0.4	-7	-3	-0.2
COc1cc(OC)cc(C(=O)N2c3ccccc3N3C(c4c(C)c(Cl)c(C)c(Cl)c4C)=NON23)c1	-0.1	2	-2	0.7
Cc1ccc(C(O)CNS(=O)(=O)c2cc(Cl)ccc2Cl)o1 (stereo not given)	0.7	23	-4	0.4
O=S(=O)(NCc1ccccc1)c1ccc(NS(=O)(=O)c2ccccc2)cc1	-0.7	3	4	0.0
O=[N+]([O-])/C=C/c1ccc(-c2ccccc2[N+](=O)[O-])o1	-0.2	17	14	-0.1
Cc1ccc(CNC(=O)CS(=O)(=O)Cc2nc(-c3ccccc3C)oc2C)cc1	-0.8	26	5	0.9
COCCCN1C(=O)CS/C1=N\S(=O)(=O)c1ccccc1	-2.4	-2	3	-0.1
COc1ccc(Nc2nc3ccccc3n3c(C)nnc23)cc1Cl	0.0	-6	-13	-0.2
O=C(Nc1ccc2[nH]ncc2c1)C1CCCN(C(=O)c2cccnc2)C1 (stereo not given)	0.8	16	2	0.6
CCOC(=O)C1=CN(Cc2ccc(Cl)cc2)C=C(C(=O)OCC)C1c1cccc(Br)c1	0.5	0	12	-0.1

Compound activity from PubChem BioAssay.
